# Screens from PubChem BioAssay.
# 5HT1E antag = 5-HT1E receptor antagonists, primary screen, cell-based, HTS; CHO 5-HT1E Ga15 NFAT-bla reporter, FRET, antagonist; AID 571, 2007; 65,000 tested, 0.99% active; inhibition, % at 6 µM;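 active = inhibition above a set limit, the mean inhibition across every tested compound plus 3 SD, cut at about 29% in these data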;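 note: signal is the 460 over 535 nm emission ratio of beta-lactamase substrate; 0% = agonist plus DMSO wells and 100% = wells without agonist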
# HTR1E agonist = 5-HT1E receptor agonists, primary screen, cell-based, HTS. 5-hydroxytryptamine receptor 1E (Homo sapiens), P28566. CHO 5-HT1E Ga15 NFAT-bla reporter, FRET; 0% DMSO wells, 100% control agonist wells. activation, % at 6 µM. 65,000 tested, 0.69% active. AID 574, 2007;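 active = activation above a set limit, the screen-wide mean activation plus 3 SD, cut at about 8.5% in these data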;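 note: 100% = positive control agonist at 1 µM giving full maximal response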
# 5HT1a antag = human 5-HT1a receptor antagonists, primary screen, cell-based, CHO, Ga15 NFAT-bla reporter. 5-hydroxytryptamine receptor 1A (Homo sapiens), P08908. CHO 5-HT1a Ga15 NFAT-bla reporter, antagonist mode. inhibition, % at 10 µM. 62,000 tested, 0.68% active;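 active = inhibition above the mean of all tested compounds plus 3 SD, cut at about 43% in these data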;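 note: receptor stimulated by 5-CT agonist at 100 nM near EC80; beta-lactamase reporter measured by ratiometric fluorescence of a cleavable substrate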
# Target sequence (P08908 whole entry, looked up): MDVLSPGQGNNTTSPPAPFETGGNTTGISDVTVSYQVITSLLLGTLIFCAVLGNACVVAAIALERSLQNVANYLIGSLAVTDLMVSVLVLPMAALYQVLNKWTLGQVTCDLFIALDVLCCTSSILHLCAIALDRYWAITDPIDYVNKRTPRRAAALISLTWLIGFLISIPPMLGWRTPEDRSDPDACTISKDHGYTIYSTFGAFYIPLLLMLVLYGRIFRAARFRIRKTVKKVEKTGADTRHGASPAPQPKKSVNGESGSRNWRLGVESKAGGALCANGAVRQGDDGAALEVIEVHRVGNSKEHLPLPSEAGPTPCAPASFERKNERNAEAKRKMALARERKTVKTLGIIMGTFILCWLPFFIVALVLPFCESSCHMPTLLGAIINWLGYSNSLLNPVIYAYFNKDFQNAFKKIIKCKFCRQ
# RORa activator = activators of orphan receptor RORA, primary screen, cell-based, luminescence. activation, % at 10 µM. 65,000 tested, 1.5% active. CHO-K1 Gal4-RORA LBD luciferase reporter; percent increase over mock-subtracted basal signal. Nuclear receptor ROR-alpha (Homo sapiens), P35398;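 active = activation above the mean of all tested compounds plus 3 SD, cut at about 49% in these data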;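 note: 0% = DMSO-treated RORA cells and 100% = added signal equal to DMSO minus mock-transfected cells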
# Target sequence (P35398 whole entry, looked up, the tested form may be a part): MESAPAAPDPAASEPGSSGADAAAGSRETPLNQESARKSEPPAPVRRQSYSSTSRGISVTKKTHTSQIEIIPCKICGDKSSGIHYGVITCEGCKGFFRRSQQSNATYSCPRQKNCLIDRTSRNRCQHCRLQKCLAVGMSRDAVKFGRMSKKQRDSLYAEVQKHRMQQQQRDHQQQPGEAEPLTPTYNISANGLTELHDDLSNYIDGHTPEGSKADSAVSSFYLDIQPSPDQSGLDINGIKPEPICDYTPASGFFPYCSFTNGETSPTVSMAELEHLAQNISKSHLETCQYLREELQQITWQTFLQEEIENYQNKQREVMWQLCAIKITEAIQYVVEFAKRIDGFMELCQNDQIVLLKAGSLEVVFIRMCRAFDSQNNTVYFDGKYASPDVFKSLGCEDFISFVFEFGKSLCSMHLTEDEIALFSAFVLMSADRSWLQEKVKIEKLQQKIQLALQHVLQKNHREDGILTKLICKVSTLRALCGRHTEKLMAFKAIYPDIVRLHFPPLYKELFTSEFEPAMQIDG
# AP ELISA ortho = alternative complement pathway inhibitors, primary screen, biochemical, ELISA, human serum, orthogonally pooled compounds | 62,000 tested, 0.08% active | AID 1235, 2008 | inhibition, % at 5 µM | LPS-coated ELISA, C3 deposition; tested in compound mixtures;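 active = inhibition above 30% in each of the two pooled mixtures holding the compound, so the lower value exceeds 30%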;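 note: 0% = serum in Mg-EGTA without compound and 100% = EDTA serum blank; some compounds past the cut are filed as inactive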
#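 Assay system: Human serum alternative complement pathway, C3 deposition on LPS-coated wells | Incubation: 1 h serum-compound exposure at 37 °C | Doses: 5 µM per compound in ten-compound mixtures | Read-out: Percent inhibition | Technique: ELISA with HRP anti-human C3 antibody, TMB substrate, absorbance 450 nm | Replication: Two pool placements per compound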
# S1P1 ag pot = S1P1 agonists and agonism potentiators, primary screen, cell-based, primary and confirmation screens, CRE-bla reporter | S1P1 CRE-bla cells, forskolin, beta-lactamase FRET, potentiator mode; S1P1 agonist co-added at EC20, 2 nM; 100% = saturating reference agonist, 0% = basal | 56,000 tested, 0.57% active | Sphingosine 1-phosphate receptor 1 (Homo sapiens), P21453 | activation, % at 9.5 µM | AID 449, 2006;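 active = activation above a cutoff set at the mean activation of all tested compounds plus 3 SD, cut at about 54% in these data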;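 note: forskolin at 4 µM as EC80 and the EC20 agonist is SEW2871; 100% = SEW2871 at its EC100 plus forskolin at EC80; some compounds past the cut are filed as inactive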
# SF1 activator = activators of human SF-1, primary screen, cell-based, CHO-K1, Gal4-SF-1 LBD, luciferase luminescence; CHO-K1 Gal4-SF-1 LBD luciferase reporter; % increase over DMSO SF-1-specific signal; activation, % at 10 µM; 65,000 tested, 1.9% active; AID 522, 2006;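 active = activation above the mean activation of all tested compounds plus 3 SD, cut at about 50% in these data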
#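 Test system: CHO-K1 cells co-transfected with Gal4 DBD–human SF-1 LBD, 5xGal4 luciferase reporter. Quantity: 4,000 cells per well. Compound: 10 µM only. Incubation: compound added 1 h post-seeding, 20 h exposure at 37 °C, 5% CO2. Detection: SteadyLite luciferase luminescence. Replication: one test per compound.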
# S1P3 agonist = human S1P3 receptor agonists, primary screen, cell-based, primary and confirmation, NFAT-BLA reporter; Sphingosine 1-phosphate receptor 3 (Homo sapiens), Q99500; S1P3 NFAT-BLA reporter cells, agonism, FRET ratio; relative to 1 µM S1P, basal subtracted; 60,000 tested, 0.1% active; activation, % at 4.5 µM;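 active = activation above the screen-wide mean plus 3 SD, cut at about 4.5% in these data, passing the limit was not always enough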; note: some compounds called inactive have numbers as strong as hits
#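 Assay system: CHO cells stably expressing human S1P3, Gα16 and NFAT-β-lactamase reporter. Timing: overnight plating, 4 h compound 37 °C, 2 h substrate RT. Signal: β-lactamase FRET emission ratio 460/535 nm. Measure: percent activation versus median 1 µM S1P response, basal-subtracted, per plate. Repeats: primary screen single test, confirmation screen in triplicate.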
# tolC growth inh = growth inhibitors of E. coli tolC mutant, primary screen, strain BW25113 ΔtolC::kan, 384-well | 65,000 tested, 2.2% active | OD615 | AID 573, 2007 | growth inhibition, % at 10 µM (by protocol);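 active = growth inhibition at or above a cutoff equal to the mean over every tested compound plus 3 SD, cut at about 60% in these data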;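 note: growth measured after 20 h incubation at 37 °C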
#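 signal = optical density read at 615 nm | test system = E. coli ΔtolC::kan strain BW25113 | timing = 20 h compound exposure of bacteria at 37 °C | buffer or medium = LB medium plus 50 µg/mL kanamycin | compound dosing = 10 µM final, single dose | evaluation = % inhibition of E. coli growth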
# The depositor's hits bear a star; x = not tested or not shown.
SMILES,5HT1E antag,HTR1E agonist,5HT1a antag,RORa activator,AP ELISA ortho,S1P1 ag pot,SF1 activator,S1P3 agonist,tolC growth inh
CC1CC(C)CN(CCCNC(=O)CNC(=O)Cn2ccc3ccccc3c2=O)C1 (centres undefined),2,-1.3,-6,-11,19,x,-3,x,0
Cc1ccc(C)c(N2CCN(CC(=O)Nc3ccc4[nH]c(=O)[nH]c4c3)CC2)c1,-9,23*,8,-6,1,-4,-9,-1.0,-3
CC(C)CNS(=O)(=O)c1ccc(CCC(=O)O)cc1,-12,1.0,-18,0,7,3,-3,-0.1,-11
CN(C)C(=O)CN1C(=O)C2CCCCN2C(=O)c2ccccc21 (centres undefined),-8,0.5,-11,-2,10,18,10,-0.3,-15
CCC(C)c1cc(S(=O)(=O)N2CCOCC2)ccc1OC (centres undefined),9,-0.5,6,-11,-8,-4,-6,-0.5,30
CCOc1ccc(C(=O)NCCCN(CC)CC)cc1,-3,0.3,-2,18,1,-17,6,-0.4,-24
OCCN(CCO)c1ncnc2c1sc1nc(N3CCOCC3)c3c(c12)CCCC3,31*,0.6,x,2,x,-73,26,1.0,5
Cc1ccc(-c2nnc3ccc(SCC(=O)Nc4cc(C)on4)nn23)cc1,-9,0.1,-1,5,19,-11,12,-1.0,5
O=C(c1ccc2nc(N3CCCCC3)sc2c1)N1CCN(Cc2ccc3c(c2)OCO3)CC1,-8,0.5,1,-2,-1,-1,24,0.1,11
Cc1ncoc1C(=O)Nc1nccs1,15,-1.7,-6,-12,12,x,9,x,-10
CCOC(=O)c1c(C)oc2ccc(OCC(N)=O)cc12,-3,0.7,-2,-9,11,-22,-1,-0.1,9
COC(=O)CSc1nnc(-c2ccccc2O)n1-c1ccc(C)cc1,-7,-0.3,2,8,-7,-22,16,-1.9,11
N#Cc1ccc(Cn2c(=O)c(C#N)c3n(c2=O)CCC3)cc1,-9,-0.1,-4,1,-10,5,-5,0.3,-10
COc1cc(/C=N/n2cnnc2)ccc1OC(=O)c1ccncc1,15,0.2,25,-8,13,21,-3,-0.6,5
Clc1ccc(Cn2cc(/C=N/n3cnnc3)c3ccccc32)cc1,-2,-0.6,20,1,3,x,-6,x,36
Cc1ccc(-c2ccc(S(=O)(=O)N3CCN(C)CC3)cc2)cc1,-7,-0.3,-16,7,4,x,0,-1.0,-8
O=S1(=O)CCC(NCC2CCCO2)C1 (centres undefined),-2,-0.2,3,2,2,-2,-15,0.0,-16
CC(=O)Nc1ccc(Oc2cc(C#N)c(C#N)cc2N2CCCCCC2)cc1,8,0.3,8,13,8,18,-26,-0.5,54
CCOC(=O)CNC(=O)Cn1cnc2c(nnn2-c2ccc(F)cc2)c1=O,-3,-0.1,-4,-8,10,-17,6,-0.3,0
CC(=O)c1ccc(OCC(O)CN2CCCC(C)C2)cc1 (centres undefined),-14,-0.2,-3,-9,9,-18,-14,0.3,-17
CCN(CC)CCCNC(=O)Cn1ncc2c(=O)oc3ccc(C)cc3c21,-8,1.0,-9,12,13,-5,11,0.6,-12
CCOC(=O)c1[nH]c(=O)[nH]c1COC(=O)c1cc2ccccc2o1,-8,-0.2,-1,4,6,x,-5,-0.7,-3
Cc1ccc(C23CC4CC(CC(NC(=O)N5CCN(C)CC5)(C4)C2)C3)cc1,-2,0.5,2,-8,5,-6,-10,-0.9,11
COCCCNC(=O)C1CCN(S(=O)(=O)N(CC(C)C)CC(C)C)CC1,-9,-0.1,-1,-12,18,0,-7,-0.4,-4
Cc1csc(NC(=O)CSc2nc(C(C)C)nc3c2c(=O)n(C)c(=O)n3C)n1,7,1.0,-15,20,17,-3,-8,-0.4,11
COc1ccc(C2N(c3cccc(Cl)c3)C(=O)C3CCCN32)cc1 (centres undefined),-1,0.1,8,12,13,16,-9,-1.1,1
CC(=O)Nc1cccc(NC(=O)c2ccco2)c1,0,0.0,10,2,11,x,5,-0.8,-9
COc1cc2ccccc2cc1-c1nnc(COc2ccccc2)o1,6,0.2,15,-4,18,-29,-2,-0.2,-14
CCOC(=O)c1oc2c(CN3CCN(C)CC3)c(O)ccc2c(=O)c1-c1ccccc1OC,-1,0.9,10,4,16,-29,28,-0.1,-12
Cc1[nH]c2ccc(-c3n[nH]c(=S)n3C)cc2c1C,18,-1.0,3,33,16,-17,-13,-1.2,5

# Sorted by the number under S1P3 agonist (lowest first): 3 of the compounds above.
SMILES	S1P3 agonist
CCOC(=O)c1[nH]c(=O)[nH]c1COC(=O)c1cc2ccccc2o1	-0.7
COCCCNC(=O)C1CCN(S(=O)(=O)N(CC(C)C)CC(C)C)CC1	-0.4
COc1cc2ccccc2cc1-c1nnc(COc2ccccc2)o1	-0.2

# Following part:
SMILES,5HT1E antag,HTR1E agonist,5HT1a antag,RORa activator,AP ELISA ortho,S1P1 ag pot,SF1 activator,S1P3 agonist,tolC growth inh
O=C1CCC(C(=O)Nc2cccc(C(F)(F)F)c2)N1 (centres undefined),-2,0.3,2,-19,5,-24,1,-1.4,-19
CCC(=O)N1CCc2cc(S(=O)(=O)NCCC(=O)N3CCN(Cc4ccccc4)CC3)ccc21,17,0.5,-17,4,10,x,12,x,-2
CCOc1ccc(Nc2nc(Cc3nnc(SCC(N)=O)o3)cs2)cc1,5,0.5,14,19,6,x,-1,x,-15
Cc1occc1-c1nnc(SCC(=O)Nc2ccc3c(c2)OCO3)n1CC1CCCO1 (centres undefined),-6,1.5,3,15,-4,-3,-20,-1.9,-3
COc1ccc(OC)c(NC2=NC3(CCCCC3)N=C(N)N2)c1,10,0.6,12,-7,10,23,-2,-0.8,4
Clc1cc2c(c(Cn3cnc4ccccc43)c1)OCOC2,7,-1.8,17,-2,6,x,1,x,28
COc1ccccc1NC(=O)CN1CCN(CC(=O)Nc2ccc(OCc3ccccc3)cc2)CC1,-14,1.2,-7,7,9,-9,-24,-1.4,53
C=CCn1c(N)c(C(=O)NCC2CCCO2)sc1=S (centres undefined),1,0.9,3,-3,3,-5,-4,-0.4,-15
COc1cccc(NS(=O)(=O)c2ccc3[nH]cc(C(=O)NCCN4CCOCC4)c(=O)c3c2)c1,1,0.9,5,-8,1,-22,8,-1.3,-4
O=C(NC1CCCCCCC1)c1ccc2c(c1)N(Cc1ccc(F)cc1)C(=O)CS2=O (centres undefined),-15,2.2,-14,-15,-8,x,-19,x,38
COc1ccc(OC)c(NC(=O)C2COc3ccccc3O2)c1 (centres undefined),9,-0.6,8,-5,15,-16,13,-0.5,5
COc1cc(C(=O)Oc2c(CN3CCOCC3)cc(Cl)c3cccnc23)cc(OC)c1OC,38*,1.7,18,-22,8,-32,-55,-1.4,47
CN(Cc1ccccc1)C(=O)C1CCN(Cc2ccc(F)cc2)CC1,8,-0.3,-9,-20,12,7,1,-1.2,-10
COc1ccc2nc(NCCO)[nH]c2c1,-6,0.5,-6,9,25,-6,-1,0.3,-10
CCc1cc2c(=O)c(-c3ccc4c(c3)OCCO4)coc2cc1OC(=O)c1ccco1,1,-0.8,9,29,1,-2,66*,-0.4,1
C=CCN1C(=O)/C(=C2\SC(N3CCOCC3)=NC2=O)c2cc(Br)ccc21,2,1.3,-1,5,1,-22,-10,-1.8,19
O=C(NCCCN1CCN(c2cccc(Cl)c2)CC1)c1nc(-c2ccncc2)no1,0,1.7,40,17,16,x,-4,x,-5
N#CC1=C(N)N(c2ccccc2)C2=C(C(=O)CCC2)C1c1cccs1 (centres undefined),-2,0.0,18,2,-4,-2,-16,-0.4,2
Cc1cccc(CNC(=O)c2ccccc2N)c1,-3,0.1,-7,10,8,-1,-1,0.0,2
CC(=O)c1sc(Nc2nc3ccc(F)cc3s2)nc1C,-4,5.0,-9,32,19,-48,53*,0.2,60
Cc1ccc(C(c2sc3ncnn3c2O)N2CCC(C)CC2)cc1 (centres undefined),-7,0.4,7,-7,11,-1,19,-0.3,9
O=S(=O)(c1ccc(S(=O)(=O)N2CCCC2)cc1)N1CCCCCC1,14,0.4,-11,10,6,6,8,-0.3,-26
CCOc1nc(NCCc2ccc(OC)c(OC)c2)nc(NC(C)(C)CO)n1,5,0.4,-9,-1,13,-16,2,0.2,-6
COCCN(Cc1ccccc1)P(=O)(O)c1ccccc1OCC(=O)O,-6,-0.7,x,4,x,0,-8,-1.5,-1
CC1(C)CC(=O)C2=C(C1)NC(Nc1nc3ccccc3o1)=NC21CCCC1,-1,0.6,1,-7,7,x,6,-0.3,-20
O=C(Nc1c(F)c(F)c(F)c(F)c1F)NC1CCCCC1,5,-1.0,19,-15,-1,-5,5,-1.0,34
O=C(CCNc1ccc(F)cc1)c1ccco1,9,0.6,-5,-4,9,19,19,-1.1,3
COc1ccc(-c2noc(CCC(=O)Nc3ccc(C)c(C)c3)n2)cc1,-5,-0.3,10,-5,6,21,0,0.5,6
COc1ccc(OCC(=O)N(C)Cc2ccccc2)cc1,2,1.7,0,21,5,x,-2,-0.4,-7
Cc1oc(C)c(C(N)=O)c1C(N)=O,-6,-0.2,1,-2,-3,-9,-18,-0.3,-12
COc1ccc2nc(SCC(=O)O)nc(C)c2c1,-6,-0.4,x,-22,x,-4,-4,-3.2,2
CCOC(=O)C1CCN(c2ncnc3c2oc2ccc(Br)cc23)CC1,3,-0.7,3,19,-5,4,33,0.7,100*
O=C(NCc1ccco1)c1nnc(Cc2ccc(F)cc2)o1,-10,0.6,-5,-5,6,-11,3,0.9,-6
CCC(=O)N(Cc1cc2cc(OC)ccc2[nH]c1=O)c1cc(C)ccc1C,-1,-1.1,10,14,4,-8,7,0.8,6
Cc1ccc(C(=O)CSc2nnc(CNc3nc(-c4ccccc4)cs3)n2C)cc1,8,-0.4,-7,16,12,12,-21,-1.1,x
O=C(O)/C(=C1/OC(=O)c2ccccc21)c1ccccc1,2,-0.1,13,-2,-2,2,-14,0.1,-14
c1ccc(-n2nnnc2SCc2cccc3nsnc23)cc1,9,-1.9,12,-13,6,15,18,-1.0,24
